EPAC2 ag = activates human EPAC2 exchange factor; Q8WZA2; EPAC2 activation, biochemical qHTS; response scale: 100% = 6.5 mM cAMP response; AID 720711; 360,000 tested, 0.079% active; Potency, µM (series often up to 154 µM), for inactives: top-dose activation, usual class: activators; also: nearly all actives have a fitted effect of over 50% in size
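Each well held 100 nM EPAC2, 250 nM RAP1B-BODIPY-GDP and 50 uM GDP. Fluorescence, read at 5-min intervals to 30 min, was referenced to a 6.5 mM cAMP positive control.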
EPAC1 agonist = activates human EPAC1 exchange factor. EPAC1 agonist qHTS, biochemical assay; response scale: 100% = response to 6.5 mM cAMP. Potency, µM (series often up to 154 µM), without a hit: top-dose activation, hits mostly activators. 360,000 tested, 0.073% active; also: nearly all actives have a fitted effect of over 60% in size
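Nucleotide exchange by EPAC1 (100 nM) on Rap1B–BODIPY-GDP (250 nM) in the presence of 50 uM GDP is tracked fluorescently at 480/540 nm over 30 min. Signals are normalized to a 6.5 mM cAMP control.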
aSyn yeast inh = alpha-synuclein toxicity inhibition in yeast; Yeast expressing alpha-synuclein, growth rescue, BacTiter-Glo, 24 h; Potency, µM (doses to about 46.1 µM), for the others: at the highest dose growth rescue (activation), actives largely listed as activators; 370,000 tested, 0.14% active; AID 652106; also: % of control where 0% means no effect; nearly all actives have a fitted effect of over 65% in size
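Rescue of yeast growth: cells expressing toxic alpha-synuclein, induced in galactose at OD600 0.02, incubated with compound 24 h at 30 C. ATP luminescence quantified growth; inhibitors of toxicity appear as activators.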
EPAC2 antag = antagonists of human EPAC2. Q8WZA2. EPAC2 GEF exchange of Rap1B-BODIPY-GDP, fluorescence. 360,000 tested, 0.18% active. Potency, µM (top dose mostly 114 µM), without a hit: top-dose activity, negative = inhibition, most hits filed as inhibitors; also: % is scaled to controls: 0 for no effect and ±100 for the full control effect; nearly all actives have a fitted effect of over 45% in size; many of its hits are not listed in these tables
FUS yeast rescue = suppressors of FUS proteinopathy in yeast; 390,000 tested, 0.24% active; S. cerevisiae FUS-expressing, growth rescue, OD600, 24 h; Potency, µM (titrated, usually from 76.6 µM), for inactives: at the highest dose growth rescue (activation), actives largely listed as activators;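 also: plate controls were DMSO vehicle for no effect and reference control for full effect; nearly all actives have a fitted effect of over 55% in size; some results filed as inactive show a strong effect at the top dose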
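Read-out: OD at 600 nm after 24hr at 30C, reporting rescue of FUS-induced yeast toxicity. Cells at OD 0.005 in galactose (2%) minimal medium; compounds tested in a dilution series; CP55940 titration from 92uM final as control.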
TDP-43 yeast inh = rescues yeast growth from TDP-43 toxicity. TDP-43 expressing yeast growth rescue, BacTiter-Glo, 24 h. Potency, µM (top dose mostly 46.1 µM), for inactives: at the top dose growth rescue (activation), most hits filed as activators. 410,000 tested, 1.8% active. AID 652104; also: % of control where 0% means no effect; nearly all actives have a fitted effect of over 50% in size
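In this qHTS, compounds that restore growth of yeast expressing TDP-43 appear as activators. Cells (OD600=0.02, galactose medium, raffinose-pregrown) are incubated with compound 24 hr at 30 deg C and growth is quantified by BacTiter-Glo.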
EPAC1 antag = antagonists of human EPAC1. 360,000 tested, 0.14% active. EPAC1 GEF assay, Rap1b-BODIPY-GDP exchange fluorescence. Potency, µM (series often up to 115 µM), without a hit: top-dose activity change, negative = inhibition, most hits filed as inhibitors;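 also: plate controls were vehicle for no effect and positive control for full effect; nearly all actives have a fitted effect of over 50% in size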
PTHR1 ag = PTHR1 (human) receptor agonism; AID 743266; HEK293 GP2 PTHR1 cells, GloSensor cAMP luminescence, 1 h; 410,000 tested, 0.075% active; Q03431; Potency, µM (top dose mostly 115 µM), for inactives: at the top dose activation, usual class: activators; also: nearly all actives have a fitted effect of over 55% in size; some results filed as inactive show a strong effect at the top dose; inactives centre near -15; many of its hits are not listed in these tables
Target sequence (Q03431 whole entry, looked up): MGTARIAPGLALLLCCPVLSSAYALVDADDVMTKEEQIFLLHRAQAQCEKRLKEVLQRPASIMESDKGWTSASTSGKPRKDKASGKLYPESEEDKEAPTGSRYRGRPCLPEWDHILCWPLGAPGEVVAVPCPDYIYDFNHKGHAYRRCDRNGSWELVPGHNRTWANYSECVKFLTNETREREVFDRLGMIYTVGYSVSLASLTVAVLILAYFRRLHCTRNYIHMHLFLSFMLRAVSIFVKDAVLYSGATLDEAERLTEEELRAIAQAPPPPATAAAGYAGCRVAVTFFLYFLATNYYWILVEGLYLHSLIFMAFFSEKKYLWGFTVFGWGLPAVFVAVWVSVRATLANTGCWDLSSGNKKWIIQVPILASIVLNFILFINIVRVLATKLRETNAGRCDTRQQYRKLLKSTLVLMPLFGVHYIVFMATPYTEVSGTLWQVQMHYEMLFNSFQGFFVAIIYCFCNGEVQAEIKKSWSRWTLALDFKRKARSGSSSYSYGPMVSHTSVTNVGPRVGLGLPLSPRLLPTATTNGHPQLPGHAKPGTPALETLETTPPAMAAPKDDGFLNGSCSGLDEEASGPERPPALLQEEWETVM
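HEK-293-derived GP2 cells expressing PTHR1 and a GloSensor cAMP reporter, 3,000/well, plated overnight, given luciferin plus IBMX (each 0.5 mM as added) for 1 h at 37 °C, then compound for 1 h at 37 °C. Luminescence was read after 15 min at room temperature.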
Numbers without * were called inactive; i = inactive; ? = inconclusive; . = not tested or not shown; [ ] = remark or other dose. Calls follow the shape of the dose curve; as a rule, active = well fitted curve in the direction sought with a large enough effect; inconclusive = small, poorly fitted or top-dose-only effect, or another doubt; inactive = no such curve, though single readings can be large; an effect the other way counts as inactive or inconclusive. Potency is read from the fitted curve at half-maximal effect. Some of the compounds tested, so the mix of outcomes need not match the whole.

SMILES	EPAC2 ag	EPAC1 agonist	aSyn yeast inh	EPAC2 antag	FUS yeast rescue	TDP-43 yeast inh	EPAC1 antag	PTHR1 ag
COC(=O)c1cc(NC(=O)CN(c2ccc(OC)cc2)S(=O)(=O)c2ccc(F)cc2)ccc1Cl	9.7%	0.0%	14.2%	-0.1%	27.6%	10.0%	-17.4%	i
Cc1ccccc1-c1csc(C(C)(O)c2ccc(F)c(F)c2)n1 (centres undefined)	13.4%	-8.0%	-36.1%[inhibitor]	-13.8%	18.2%	-82.3%[inhibitor]	-3.5%	-18.8%
O=C(O)c1ccccc1Sc1ncnc2sc3c(c12)CCC3	11.4%	-3.6%	0.5%	9.2%	0.9%	5.4%	-0.3%	-6.2%
COc1ccc(C(=O)C2CCCN(C(=O)c3c4c(nn3C)CCCC4)C2)cc1F (centres undefined)	22.1%	6.2%	1.7%	-9.9%	17.5%	-9.3%	-20.4%	-19.2%
CCCNC(=O)C1(C)CCCN(C(=O)c2ccc3sccc3c2)C1 (centres undefined)	7.0%	3.3%	?	-4.4%	-28.0%	24.2%	15.5%	i
COc1cc(C=Cc2nnc3c4ccccc4cnn23)cc(OC)c1OC	-0.8%	2.9%	10.8%	4.6%	0.0%	19.8%	-6.5%	-10.5%
CCC(Sc1nc2ccsc2c(=O)n1CCC(=O)O)C(=O)Nc1ccc(Cl)cc1 (centres undefined)	8.3%	-7.3%	0.0%	-3.5%	-2.1%	14.9%	10.0%	i
O=C(N/N=C/c1ccc(Cl)cc1Cl)c1ccc2nc[nH]c2c1	21.3%	-1.9%	-5.2%	4.5%	-16.7%	-5.7%	?	-23.3%
CC(=O)Nc1cccc2c1OCCO2	3.0%	-3.4%	2.5%	6.1%	8.9%	6.8%	5.1%	i
CCOc1ccccc1C(=O)NCCCCCC(=O)O	-2.6%	-4.3%	0.2%	13.4%	-5.5%	-3.7%	8.8%	i
COc1ccc(CNC(=O)C2CCCN(S(=O)(=O)c3cnc[nH]3)C2)cc1 (centres undefined)	3.4%	-6.4%	-6.9%	4.5%	-21.3%	15.7%	2.1%	i
COc1ccc(OC)c(CC(=O)Nc2cc(S(=O)(=O)N3CCCCC3)ccc2C)c1	12.4%	6.1%	0.2%	0.5%	28.2%	15.3%	-14.1%	-42.1%[inhibitor]
O=[N+]([O-])c1ccc(CSCc2ccc([N+](=O)[O-])cc2)cc1	9.2%	6.3%	-0.4%	0.8%	.	5.0%	3.5%	i
CCOC(=O)c1nnn(-c2nonc2N)c1CN1CCc2ccccc2C1	8.5%	12.0%	11.1%	2.4%	10.4%	-30.1%[inhibitor]	-1.2%	i
Cc1cccc(-n2c(C)cc(/C=N/NC(=O)c3ccc(CN4CCOCC4)cc3)c2C)c1	-9.4%	0.6%	5.1%	-0.1%	23.5%	-13.6%	8.8%	-30.5%[inhibitor]
Cc1ccc(N2C(=O)c3ccccc3C2(O)c2ccccc2)cc1 (centres undefined)	-6.3%	2.2%	1.8%	?	-7.5%	-8.7%	7.5%	i
CC(=O)c1ccc(N2CCN(C(=O)C(=O)c3cn(CC(=O)N4CCCCCC4)c4ccccc34)CC2)cc1	20.5%	-7.2%	-1.7%	-2.3%	21.6%	-1.3%	-14.3%	-76.8%[inhibitor]
O=C(COc1cccnc1[N+](=O)[O-])NCc1ccccc1	4.8%	7.1%	-11.0%	-4.8%	-16.6%	4.8%	-20.5%	-14.1%
CN(C)C(=O)C(OC(=O)c1ccc2c(c1)CCCC2)c1ccccc1 (centres undefined)	15.3%	12.0%	10.0%	-13.1%	30.5%	11.6%	-21.3%	-4.4%
CC1CN(S(=O)(=O)c2ccc(Cl)c(S(=O)(=O)N3CC(C)OC(C)C3)c2)CC(C)O1 (centres undefined)	-0.9%	-1.1%	1.3%	-0.2%	9.2%	0.0%	9.0%	i
O=C(O)CC(CP(=O)(c1ccccc1)c1ccccc1)C(=O)O (centres undefined)	8.6%	13.7%	1.9%	-4.3%	-17.4%	-11.0%	6.5%	28.5%[57.5 µM]
Cc1ccccc1-c1nc2ccccc2c(=O)n1C1CCS(=O)(=O)C1 (centres undefined)	13.4%	8.8%	0.0%	-1.0%	2.1%	-10.3%	2.7%	-12.3%[57.5 µM]
O=C(Cc1cccs1)Nc1nncs1	0.3%	-6.7%	1.8%	3.5%	5.0%	14.7%	-1.9%	i
CCSc1nnc(NC(=O)C2CCCCC2C(=O)OCC(F)(F)C(F)F)s1 (centres undefined)	3.2%	10.1%	1.5%	17.0%	3.6%	-26.0%	19.7%	i

Only EPAC2 ag and TDP-43 yeast inh, for 2 of the compounds above:
SMILES	EPAC2 ag	TDP-43 yeast inh
O=C(Cc1cccs1)Nc1nncs1	0.3%	14.7%
CCC(Sc1nc2ccsc2c(=O)n1CCC(=O)O)C(=O)Nc1ccc(Cl)cc1 (centres undefined)	8.3%	14.9%

(cont.)
SMILES	EPAC2 ag	EPAC1 agonist	aSyn yeast inh	EPAC2 antag	FUS yeast rescue	TDP-43 yeast inh	EPAC1 antag	PTHR1 ag
O=C(CN(C(=O)CSc1nc2ccccc2o1)c1ccccc1)NC1CCCCC1	13.5%	14.9%	1.6%	-6.1%	2.4%	-26.1%	4.5%	-4.4%[57.5 µM]
O=C(NCc1cccs1)C(=O)c1cn(CC(=O)N2CCOCC2)c2ccccc12	3.6%	6.1%	1.3%	1.3%	18.7%	-2.1%	-0.7%	i
CC(=O)Nc1cncc(-c2cccc(N(C)C)c2)n1	-0.1%	-14.3%	-10.0%	4.7%	-20.2%	16.8%	-11.0%	i
c1cncc(CNc2ncnc3sc4c(c23)CCCC4)c1	-7.0%	2.8%	0.7%	7.2%	3.6%	6.0%[9.22 µM]	7.0%	-11.0%
Cc1[nH]c(=O)[nH]c(=O)c1S(=O)(=O)Nc1ccc(F)cc1Cl	19.5%	-8.7%	-3.8%	16.9%	23.0%	-5.3%	-13.4%	i
O=C(N/C(=C/c1ccccc1Cl)C(=O)N1CCCCC1)c1ccco1	1.4%	11.4%	-6.2%	-2.6%	.	10.0%	-0.7%	-41.9%
Cc1c(N2C(=O)/C(=C3\C(=O)N(CC(=O)O)c4ccccc43)SC2=S)c(=O)n(-c2ccccc2)n1C	5.3%	-5.1%	-1.2%	31.9%[activator]	-3.1%	-14.4%	25.5%	-38.1%[inhibitor]
COc1ccc(C(=O)NCCCOc2cccnc2)cc1OC1CCN(C(C)=O)CC1	9.8%	5.8%	-5.8%	-5.8%	-5.8%	10.5%	17.9%	i
Cc1cc(NCCC(C)C)n2nc(C)c(-c3ccccc3)c2n1	6.1%	11.4%	-7.9%	-1.7%	12.8%	4.0%	7.7%	i
CCOC(=O)[C@]12CCCC=C1N(CCC1=CCCCC1)C(=O)[C@H](CC(=O)N1CCCCC1)C2	0.8%	-18.4%	4.5%	0.3%	35.2%	?	5.8%	-33.9%[inhibitor]
Cc1nc(CS(=O)(=O)c2ccc(Cl)cc2)sc1C(=O)O	0.6%	-4.4%	?	1.4%	-8.7%	-7.6%	17.4%	i
CCOc1ccc(C(=O)Nc2cc(C)on2)cc1	6.0%	0.1%	3.9%	-1.6%	20.8%	-7.0%	6.6%	-7.7%[57.5 µM]
CC1=C(C(=O)N2CCCCCC2)CC(CC(=O)NC2CCCCC2)C(=O)N1Cc1ccccc1 (centres undefined)	3.4%	4.7%	2.2%	-3.6%	7.9%	24.5%	4.0%	-12.8%
N=c1oc2ccccc2cc1-c1nc2ccccc2c(=O)[nH]1	7.0%	-16.7%	0.2%	-1.8%	-11.0%	4.2%	11.0%	13.3%
CCOc1ncccc1C(=O)OCc1csc(CC(=O)Nc2ccccc2C)n1	9.3%	-2.4%	2.7%	8.4%	-7.0%	2.1%	-2.2%	29.1%
O=C(NCC1CCCO1)c1nn2c(C(F)(F)F)cc(-c3ccco3)nc2c1Cl (centres undefined)	-1.1%	-8.4%	2.2%	17.0%	1.3%	13.9%	-0.4%	i
CCC(=O)NNC(=O)Cc1c(C)n(C(=O)c2ccc(Cl)cc2)c2ccc(OC)cc12	-4.0%	-3.9%	3.5%	-17.4%	1.4%	-5.7%	2.4%	i
COc1ccc(S(=O)(=O)N(C)C[C@H]2Oc3c(NS(=O)(=O)c4ccc(F)cc4)cccc3C(=O)N([C@H](C)CO)C[C@@H]2C)cc1	2.5%	4.7%	2.0%	-17.2%	?	-4.1%	-8.7%	-23.8%
CCOC(=O)/C(=N/Nc1ccc(C)cc1)S(=O)(=O)c1ccc(Cl)cc1	12.3%	11.9%	?	7.4%	10.7%	-14.4%	-2.7%	-0.8%[57.5 µM]
COc1ccc(S(=O)(=O)N2CCCCC2)cc1C(C)C	11.5%	-6.3%	13.3%	?	12.7%	-1.5%	-5.4%	-11.9%
C[C@@H](C(=O)N[C@@H](Cc1c[nH]c2ccccc12)C(=O)O)n1nnc2ccccc2c1=O	-1.5%	-5.4%	-0.2%	6.0%	-1.5%	-13.4%	-1.4%	i
CCc1nc2ccc(C(=O)N(C)C(C)C)cn2c1N(CCC(C)C)CCN(C)C	0.9%	5.4%	?	7.9%	-6.2%	0.0%	-7.4%	-19.2%
O=C(COC(=O)COc1ccccc1)Nc1ccc(S(=O)(=O)N2CCOCC2)cc1	4.4%	3.3%	-6.1%	-8.5%	53.4%	.	-24.6%	i
Cc1ccc2oc(-c3ccc(C)c(NC(=O)c4ccc(C(C)(C)C)cc4)c3)nc2c1	.	.	-6.4%	.	-30.8%	-18.8%	.	-3.7%
C/C(CC(=O)Nc1ccc(F)cc1)=N\NC(=O)c1ccccn1	-5.3%	4.0%	14.9%	-0.1%	7.7%	16.9%	15.2%	i
O=C(CNC(=O)c1ccc(Cl)cc1Cl)OCCCn1c(=O)[nH]c2ccccc21	4.8%	3.5%	-1.9%	-3.5%	36.6%	-12.4%	3.8%	-1.1%
COc1ccc(N2CCN(c3ncnc4sc(C(=O)NCC5CCCO5)c(C)c34)CC2)cc1 (centres undefined)	-3.8%	-8.8%	-4.5%	-4.3%	28.4%	-10.9%	-22.2%	-16.2%
CSc1nc(-c2ccccc2)cc(C(F)(F)F)c1C#N	-3.1%	0.4%	-3.3%	3.2%	.	6.2%	-22.3%	-7.0%

Screening results deposited in PubChem by National Center for Advancing Translational Sciences (NCATS).
